ABCG2 block: inhibitors of human ABCG2 transporter, ABCB1 counter-screen; IgMXP3 cells, JC-1 efflux, flow cytometry; inhibition, % at 6.6 µM; 190,000 compounds, 0.1% hits;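 active means inhibition above 80%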;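 further: 0% = DMSO and 100% = nicardipine control wells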
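test system = two drug-resistant human cell lines, ABCG2 and ABCB1 | amount = 3 million cells/mL final, two lines in 1:1 ratio | reagent = JC-1 transporter substrate | doses = one concentration, 6.6 µM final | incubation = 10 min at 25 °C | signal = flow cytometric JC-1 green MFI at 530 nm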
Bcl-B Bim block: human Bim-Bcl-B interaction inhibition; inhibition, % at 10 µM; 190,000 compounds, 0.073% hits; AID 951; bead-based flow cytometry, Bim peptide-Bcl-B binding;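 further: 0% = tracer peptide without compound and 100% = reference inhibitor peptide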
Target sequence (Q9HD36 whole entry, looked up): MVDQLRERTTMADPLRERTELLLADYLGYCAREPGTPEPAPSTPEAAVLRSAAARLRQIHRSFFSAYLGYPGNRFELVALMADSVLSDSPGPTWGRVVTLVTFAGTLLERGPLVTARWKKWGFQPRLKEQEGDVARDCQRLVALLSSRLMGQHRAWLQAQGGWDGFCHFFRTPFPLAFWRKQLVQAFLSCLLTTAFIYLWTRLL
Avidin bead fluor: avidin bead compound fluorescence profile; Avidin beads, compound fluorescence 488/530 nm, flow cytometry; active compounds read high; fluorescence (KMESF) at 10 µM; 220,000 compounds, 0.38% hits; AID 1775; in the data active means fluorescence above about 47; further: inactives centre near 10
RGS7-Gao: modulates binding of RGS7 to human Galphao; P09471; Multiplexed bead flow cytometry; actives lie on both sides; binding response (% of control), % at 10 µM; 220,000 compounds, 0.35% hits; AID 1439; in the data active means binding response below about 49% or above about 150%; inconclusive means no clear call, values can overlap the other calls; inactive means in between;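 further: fluorescent Galphao held in activated GDP-AlF4 state binding bead-coupled RGS7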
Target sequence (P09471 whole entry, looked up): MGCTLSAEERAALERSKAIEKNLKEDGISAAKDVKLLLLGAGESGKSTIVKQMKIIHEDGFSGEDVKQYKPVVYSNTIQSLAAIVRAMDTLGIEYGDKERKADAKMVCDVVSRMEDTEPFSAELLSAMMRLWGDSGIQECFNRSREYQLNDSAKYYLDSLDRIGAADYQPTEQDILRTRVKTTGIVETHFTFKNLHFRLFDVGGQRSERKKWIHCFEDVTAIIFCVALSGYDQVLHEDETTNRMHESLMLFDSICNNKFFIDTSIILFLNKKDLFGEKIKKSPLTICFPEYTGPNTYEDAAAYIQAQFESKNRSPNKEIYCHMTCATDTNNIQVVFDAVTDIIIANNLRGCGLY
Bcl-2 Bim block: disrupts Bim peptide binding to human Bcl-2; P10415; Bead-based flow cytometry, Bim peptide-Bcl-2 binding; inhibition, % at 10 µM; 190,000 compounds, 0.06% hits; AID 950; in the data active means inhibition above about 40%; inconclusive means no clear call, values can overlap the other calls;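 further: 0% = no compound wells with probe peptide and 100% = reference peptide inhibitor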
Bim-Bcl-XL: inhibitors of Bim-Bcl-XL interaction, human; Q07817; Bim peptide-Bcl-XL binding, bead flow cytometry, fluorescence; inhibition, % at 10 µM; 190,000 compounds, 0.04% hits
Target sequence (Q07817 whole entry, looked up): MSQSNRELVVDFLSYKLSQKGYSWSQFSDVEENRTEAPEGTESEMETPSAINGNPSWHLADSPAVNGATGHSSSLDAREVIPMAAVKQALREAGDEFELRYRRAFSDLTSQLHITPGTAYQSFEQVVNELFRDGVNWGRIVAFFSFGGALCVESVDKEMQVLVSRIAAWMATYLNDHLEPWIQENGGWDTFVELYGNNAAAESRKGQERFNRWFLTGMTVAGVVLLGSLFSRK
ABCB1 block: human ABCB1 inhibition, ABCG2 as counter-screen. P08183. CCRF-Adr cells, JC-1 efflux, flow cytometry. inhibition, % at 6.6 µM. 190,000 compounds, 0.067% hits; in the data active means inhibition above about 40%;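 further: 0% = vehicle and 100% = reference inhibitor; higher value means more JC-1 retained so stronger ABCB1 efflux block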
GSH fluor: GSH bead compound fluorescence profile; 190,000 compounds, 0.25% hits; GSH beads flow cytometry, compound fluorescence 488/530 nm; active compounds read high; AID 1776; fluorescence (KMESF) at 10 µM; in the data active means fluorescence above about 89;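 further: glutathione beads carrying GST-tagged Bcl family fusion proteins plus one bare bead set; values are compound well signal with DMSO vehicle wells as background; inactives centre near 16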
Bfl-1 Bim block: disrupts Bim binding to human Bfl-1 | inhibition, % at 10 µM | 190,000 compounds, 0.12% hits | Bead-based flow cytometry, Bim-Bfl-1 binding inhibition;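 further: 0% = wells without compound plus tracer and 100% = blocker peptide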
Bcl-W Bim block: inhibitors of Bim-Bcl-W interaction, human | Q92843 | bead-based flow cytometry, Bim peptide-Bcl-W binding | inhibition, % at 10 µM | 190,000 compounds, 0.02% hits | AID 952;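 further: 0% = bound tracer without compound and 100% = peptide blocker; higher means less fluorescent Bim peptide bound to Bcl-W beads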
Target sequence (Q92843 whole entry, looked up): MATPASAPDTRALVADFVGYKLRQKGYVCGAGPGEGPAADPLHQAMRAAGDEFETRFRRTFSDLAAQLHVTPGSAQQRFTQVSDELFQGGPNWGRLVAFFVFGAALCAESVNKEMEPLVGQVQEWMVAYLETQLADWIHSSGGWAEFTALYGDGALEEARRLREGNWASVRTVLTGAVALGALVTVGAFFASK
RGS4-Gao reg: human RGS4-Galphao interaction regulation | P09471 | Multiplexed bead flow cytometry, RGS4-Galphao binding; actives lie on both sides | binding response (% of control), % at 10 µM | 220,000 compounds, 0.33% hits; in the data active means binding response below about 49% or above about 150%; inactive means in between;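 further: fluorescent Galphao activated with aluminum fluoride binding bead-coupled RGS4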
Starred values were filed as active, the others as inactive; ? = inconclusive; . = no result given. Unless noted, no stated cut-off is given here; in the data, active means inhibition above about 40%.

mol	ABCG2 block	Bcl-B Bim block	Avidin bead fluor	RGS7-Gao	Bcl-2 Bim block	Bim-Bcl-XL	ABCB1 block	GSH fluor	Bfl-1 Bim block	Bcl-W Bim block	RGS4-Gao reg
CCc1c(C)sc(NC(=O)c2ccco2)c1C(=O)N1CCOCC1	-2	-11	9	98	-7	-6	-0.1	33	-9	-2	109
Cc1sc(NC(=O)c2cccs2)c(C(=O)OC(C)C)c1C	12	7	5	105	10	4	0.7	102*	-1	-1	110
Cn1ccnc1SCCNC(=O)CCc1nnc(CCCCc2ccccc2)o1	5	-10	1	101	0	-3	1.3	14	-4	-6	103
CCc1nc2ccccc2c(C(=O)OCC(=O)NCc2ccc3c(c2)OCO3)c1C	12	0	15	107	-6	0	3.9	14	-11	3	104
O=C1NC(=Nc2ccccc2)/C(=C/c2ccco2)S1	-1	-7	15	96	-2	-3	0.0	14	-3	-3	100
Brc1ccc(-c2nnc(-c3ccccc3)o2)o1	7	-3	16	102	-11	-4	0.8	22	-5	-3	99
COc1ccccc1C(c1nnnn1CCc1ccccc1)N1CCCCCC1 (stereo unspecified)	10	-3	34	98	-3	-3	2.4	53	-4	0	97
CCOC(=O)N/N=C/c1cccc(Cl)c1Cl	15	-7	14	101	-3	-4	-0.6	22	-3	-3	104
Cc1nnsc1C(=O)Nc1cccc(Cl)c1	14	0	10	108	-1	0	0.1	23	0	0	105
CC(Nc1ccc(F)cc1F)C(=O)NC(=O)NC1CCCCC1 (stereo unspecified)	2	-1	22	103	-3	1	0.3	10	-7	0	101
O=c1c(-c2ccccc2)n[nH]c2ccccc12	4	-1	35	102	-3	0	0.4	10	-1	-4	102
CC(=O)Nc1cc(C(=O)N(C)Cc2ccco2)ccc1Sc1ccc(Cl)cc1	34	-4	6	98	-7	-4	11	11	-12	-2	98
COc1ccc(CCNC(=O)c2sc(=S)n(C)c2N)cc1	4	2	15	101	2	-1	0.7	22	0	0	101
O=C(NCCSc1ccccn1)c1ccc(Cl)cc1	13	-3	10	96	-2	0	-2.3	15	-3	2	96
CC(C)SC1=NC(C)(C)C=C(/C=C/c2ccc(Cl)cc2Cl)N1	5	-7	13	101	-6	-12	0.3	36	-14	0	103
COCCCn1c(SCC(N)=O)nnc1-c1ccccc1	2	-8	17	105	-10	-7	0.5	35	-11	0	100
O=C(CN1CCc2ccccc2C1)Nc1ccc(Br)cc1	1	-4	3	111	-1	-12	0.6	54	-3	-4	120
Cc1ccc(O)c(N=Cc2sc3ccccc3c2Cl)c1	-1	-11	14	111	-5	-7	-0.4	9	-6	-5	113
CCOc1ccc(NC(=O)CCC(=O)N/N=C/c2ccc([N+](=O)[O-])s2)cc1	13	-4	16	100	-3	-9	-0.8	13	0	-9	102
O=C(NCc1cccnc1)c1c(F)c(F)c(F)c(F)c1F	2	-3	10	100	1	-2	0.3	11	0	0	104
C/C(=N\NC(=S)NCCc1ccccc1)c1cccc(Br)c1	9	-1	9	105	-2	0	-0.2	10	-3	-1	97
COc1ccccc1NS(=O)(=O)c1cccc(C(=O)N/N=C/c2cn(-c3ccccc3)nc2-c2ccccc2)c1	-5	-7	7	99	-4	-7	-0.2	13	-2	-3	97
Cc1cc(C)nc(NC(=NCCc2c[nH]c3ccccc23)NC(=O)Nc2ccc(Cl)cc2)n1	0	0	9	101	-1	-1	0.2	19	-2	4	103
O=C(NC(=O)N1CCCc2ccccc21)c1ccccc1	3	0	10	102	0	-1	0.6	21	-2	-2	103
CCc1ccc(N(CC(=O)Nc2nc3ccc(C)cc3s2)S(=O)(=O)c2c(C)noc2C)cc1	-1	-7	6	103	-8	-4	-0.4	29	-12	0	103
Cc1ccc(CSCC(=O)NCCc2ccccc2)cc1	10	0	9	101	0	0	1.2	23	0	3	101
O=C(NC1CCCCC1)C(c1ccc(F)cc1)N(Cc1ccco1)C(=O)c1ccccn1 (stereo unspecified)	1	-2	19	108	0	-5	0.8	12	-3	-1	104
Nc1c(C(=O)NCC2CCCO2)c2nc3ccccc3nc2n1-c1ccccc1 (stereo unspecified)	8	-2	9	97	-3	0	2.1	15	0	1	99
O=C(NCCCN1CCCC1=O)c1ccccc1NS(=O)(=O)c1ccc(Br)cc1	2	-10	11	102	-9	-4	0.6	32	-13	-1	104
CSC1=NCCN1C(=O)c1ccco1	1	0	8	104	-3	0	0.0	19	-5	4	103

Retrieved one by one from the entries so far, 5 records:
mol	ABCG2 block	Bcl-B Bim block	Avidin bead fluor	RGS7-Gao	Bcl-2 Bim block	Bim-Bcl-XL	ABCB1 block	GSH fluor	Bfl-1 Bim block	Bcl-W Bim block	RGS4-Gao reg
Brc1ccc(-c2nnc(-c3ccccc3)o2)o1	7	-3	16	102	-11	-4	0.8	22	-5	-3	99
COc1ccc(CCNC(=O)c2sc(=S)n(C)c2N)cc1	4	2	15	101	2	-1	0.7	22	0	0	101
O=c1c(-c2ccccc2)n[nH]c2ccccc12	4	-1	35	102	-3	0	0.4	10	-1	-4	102
CCOc1ccc(NC(=O)CCC(=O)N/N=C/c2ccc([N+](=O)[O-])s2)cc1	13	-4	16	100	-3	-9	-0.8	13	0	-9	102
O=C(NC(=O)N1CCCc2ccccc21)c1ccccc1	3	0	10	102	0	-1	0.6	21	-2	-2	103

Another view of part of the listing above.
O=C(CN1CCc2ccccc2C1)Nc1ccc(Br)cc1
  ABCG2 block = 1
  Bcl-B Bim block = -4
  Avidin bead fluor = 3
  RGS7-Gao = 111
  Bcl-2 Bim block = -1
  Bim-Bcl-XL = -12
  ABCB1 block = 0.6
  GSH fluor = 54
  Bfl-1 Bim block = -3
  Bcl-W Bim block = -4
  RGS4-Gao reg = 120
COc1ccc(CCNC(=O)c2sc(=S)n(C)c2N)cc1
  ABCG2 block = 4
  Bcl-B Bim block = 2
  Avidin bead fluor = 15
  RGS7-Gao = 101
  Bcl-2 Bim block = 2
  Bim-Bcl-XL = -1
  ABCB1 block = 0.7
  GSH fluor = 22
  Bfl-1 Bim block = 0
  Bcl-W Bim block = 0
  RGS4-Gao reg = 101

(next part)
mol	ABCG2 block	Bcl-B Bim block	Avidin bead fluor	RGS7-Gao	Bcl-2 Bim block	Bim-Bcl-XL	ABCB1 block	GSH fluor	Bfl-1 Bim block	Bcl-W Bim block	RGS4-Gao reg
Cc1cccc(C(=O)Nc2scc(CC(C)C)c2C(=O)O)c1	0	1	5	100	0	-2	0.2	13	0	0	102
CCOC(=O)c1sc(=NC(=O)c2ccco2)n(C)c1C	11	0	12	95	0	1	0.3	9	-6	0	95
CC1CCCCC1NC(=O)CCCn1c(=S)[nH]c2ccccc2c1=O (stereo unspecified)	16	-13	13	86	0	-5	-0.8	14	-5	-1	87
COC(=O)/C(=C\Nc1cccc(Cl)c1C)c1ncc(C(F)(F)F)cc1Cl	1	0	14	101	-1	1	0.1	17	2	2	100
S=C1NC2(CCCCC2)Nc2ccccc21	0	-6	10	95	-1	-4	0.1	10	-3	-2	96
O=C(COc1ccccc1)N1CCN(c2ccccc2)CC1	2	-2	5	103	0	-1	0.1	9	-2	0	101
CN1/C(=C\P(=O)(N(C)C)N(C)C)C(C)(C)c2ccccc21	1	-2	39	95	1	-3	0.4	13	-1	-1	99
CCCc1cc(Nc2cccc(OC)c2)n2ncnc2n1	0	-4	9	98	-2	-2	1.0	59	-7	0	101
O=C(Nc1cccc2c1C(=O)NC2=O)c1ccc(N2C(=O)CCC2=O)cc1	18	-1	12	100	0	-3	0.5	14	-4	-1	95
COCCn1c(Sc2ccccc2)nc2c1c(=O)[nH]c(=O)n2C	14	-5	25	99	-8	-7	1.2	23	-17	-3	103
Cc1ccc(-n2c(SCC(=O)c3c(N)n(C)c(=O)n(C)c3=O)nc3sc4c(c3c2=O)CCCC4)c(C)c1	1	-5	16	107	1	-4	0.1	5	0	0	105
O=C(OC(C(=O)NC1CCCC1)c1ccncc1)C1=Cc2ccccc2OC1 (stereo unspecified)	3	-2	37	101	-1	0	1.6	13	-2	-1	103
Cc1ccc(N2C(=O)C3Sc4[nH]c(=O)sc4C(c4ccccc4)C3C2=O)cc1 (stereo unspecified)	2	-5	35	99	-7	-4	0.3	14	-3	-2	101
COc1cc(N2CCCC2)c(OC)cc1/C=C(/C#N)c1ccc(F)cc1	13	-40	7	102	1	-7	5.6	33	25	8	104
O=C1CCN(C(=O)/C=C/c2ccccc2)c2ccccc21	0	-1	12	97	-5	-5	0.0	11	-6	-1	99
COc1ccccc1NC(=S)NCc1ccc2c(c1)OCO2	-4	-5	10	105	-2	-2	-0.7	12	-5	-6	100
CCCc1nc2c(=O)n(C)c(=O)[nH]c2n1CCC	1	-7	10	104	-8	-2	0.1	12	-9	1	104
O=C(CSc1nnc(NC(=O)c2ccccc2C(=O)O)s1)Nc1ccccc1Cl	0	-5	.	97	0	-2	0.3	11	-3	-4	103
Cn1nnc(C(O)CN2CCOCC2)n1 (stereo unspecified)	7	-12	14	101	-9	-10	3.1	37	-20	-3	101
COc1ccc(S(=O)(=O)N2CCN(C(=O)c3cccc(Cl)c3)CC2)cc1	4	-1	15	100	-4	-2	1.0	16	-2	-1	101
Nc1nc2n(n1)C(c1ccco1)CC(c1ccc(Cl)cc1Cl)N2 (stereo unspecified)	0	-1	5	96	0	-4	0.2	22	0	-2	100
COCc1nnc(NC(=O)c2ccc(S(=O)(=O)N(C)c3ccccc3)cc2)o1	2	-4	5	98	-6	-6	0.7	14	-8	-2	100
Clc1ccc(-c2nc3nc4ccccc4nc3n2Cc2ccco2)cc1	0	-1	8	93	-2	-3	0.2	16	6	0	96
CCN(CC)CCNC(=O)c1ccc(NS(=O)(=O)c2ccc3c(c2)OCCO3)cc1	1	0	9	?	0	-1	0.0	15	-6	0	101
Cc1c(C(=O)Nc2ccc3c(c2)CCC3)cccc1[N+](=O)[O-]	18	-9	6	104	-3	-7	1.1	10	0	-5	105
O=C(CN1CCN(c2cccc(Cl)n2)CC1)N1CC(O)CO1 (stereo unspecified)	5	0	10	97	0	1	1.1	13	-3	0	99
COc1ccc(CCNC(=O)Nc2cccc([N+](=O)[O-])c2)cc1OC	7	-3	7	102	-3	-1	0.0	21	-4	-4	98
Cc1ccccc1CN1CCNC1=O	0	0	11	102	-3	-1	0.1	6	-2	-2	106
O=[N+]([O-])c1cccc(N/N=C/c2cccc3ccccc23)c1	-3	-4	27	114	-4	-4	-0.9	16	-7	0	104

This is a random part of the collection (roughly 1.3% active in at least one column).
